Screening data from PubChem.
aGlu spleen mod: inhibitors or activators of human alpha-glucosidase in spleen homogenate; P10253; human spleen homogenate, 4-MU-alpha-glucoside fluorescence; Potency, µM (highest dose often 79.9 µM), inactives show at the top dose activity change, negative = inhibition, hits mostly inhibitors; 240,000 tested, 0.006% active; AID 2112;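 also: potency is read from the fitted curve at half-maximal effect; 0% = enzyme with vehicle and -100% = no enzyme basal signal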
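Compounds were titrated against alpha-glucosidase in spleen homogenate at pH 5.0, with 1 mM 4-methylumbelliferyl substrate for 40 min at 37 C. Reactions were quenched with pH 10 NaOH/glycine and fluorescence measured.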
GAA inh: alpha-glucosidase (human) inhibition; P10253; purified human GAA, 4-MU-alpha-glucoside fluorescence; Potency, µM (series often up to 76.9 µM), for the others: at the highest dose activity change, negative = inhibition, most hits filed as inhibitors; 200,000 tested, 0.005% active; AID 1466;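 also: potency is read from the fitted curve at half-maximal effect; plate controls were uninhibited enzyme wells for no effect and no-enzyme background for full effect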
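Activity normalized between no-enzyme (basal) and enzyme-only wells. Conditions: 4 nM human enzyme, 400 uM fluorogenic substrate, citrate/phosphate pH 5.0 with Tween-20, 20 min room temperature, compounds up to 77 uM.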
CBFb RUNX1 block: blocks binding between human CBF-beta and RUNX1; AID 1477; AlphaScreen CBFb-His/RUNX1-biotin binding, biochemical; Q01196+Q13951; Potency, µM (doses to about 59.8 µM), without a hit: top-dose activity, negative = inhibition, usual class: inhibitors; 230,000 tested, under 10 active; also: % of control where 0% means no effect
Target sequence (Q01196 whole entry, looked up): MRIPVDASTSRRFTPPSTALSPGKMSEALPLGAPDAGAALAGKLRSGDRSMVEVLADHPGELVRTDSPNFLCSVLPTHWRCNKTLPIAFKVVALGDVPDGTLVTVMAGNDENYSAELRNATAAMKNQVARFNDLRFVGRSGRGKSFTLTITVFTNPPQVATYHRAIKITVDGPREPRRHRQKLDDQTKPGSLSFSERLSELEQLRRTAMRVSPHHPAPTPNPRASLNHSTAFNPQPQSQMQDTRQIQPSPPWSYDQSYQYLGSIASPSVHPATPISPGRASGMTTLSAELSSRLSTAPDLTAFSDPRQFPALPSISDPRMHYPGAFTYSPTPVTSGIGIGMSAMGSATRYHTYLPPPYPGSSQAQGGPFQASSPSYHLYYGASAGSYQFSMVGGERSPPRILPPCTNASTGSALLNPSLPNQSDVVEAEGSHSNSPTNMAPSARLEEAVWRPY
Target sequence (Q13951 whole entry, looked up): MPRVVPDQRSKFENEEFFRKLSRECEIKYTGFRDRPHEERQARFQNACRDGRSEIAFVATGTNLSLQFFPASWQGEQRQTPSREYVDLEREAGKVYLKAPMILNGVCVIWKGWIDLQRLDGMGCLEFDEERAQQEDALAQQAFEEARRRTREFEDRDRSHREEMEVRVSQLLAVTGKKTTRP
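Read-out: AlphaScreen. Format: His-CBF-beta with biotinylated RUNX1 (30 nM each) preincubated 20 min, compound 15 min, Ni-chelate plus streptavidin beads 90 min; room temperature throughout.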
HTT cytoprotect: Huntington cell model cytoprotection by ATP luminescence; PC12 HTT-Q103 induced, cytoprotection, ATP luminescence, 40 h; AID 1471; Potency, µM (series often up to 56.4 µM), without a hit: cytoprotection (ATP increase), actives largely listed as activators; 230,000 tested, 0.14% active;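 also: potency is read from the fitted curve at half-maximal effect; % of control where 0% means no effect; nearly all actives have a fitted effect of over 45% in size; toxic huntingtin expression switched on by the ecdysone agonist tebufenozide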
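Huntington model: PC12 line, ecdysone-inducible HTTQ103 exon1–GFP, tebufenozide 100 nM. Test articles in a dose series. Endpoint luminescence from cellular ATP.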
HttQ103 aggreg: reduces HttQ103-GFP aggregates in PC12 cells. 220,000 tested, 1.1% active. Potency, µM (highest dose often 46.1 µM), for the others: at the top dose activity change, negative = inhibition, usual class: inhibitors. PC12 HttQ103-GFP aggregates, Acumen cytometry, 40 h; also: potency is read from the fitted curve at half-maximal effect; % is scaled to controls: 0 for no effect and ±100 for the full control effect; nearly all actives have a fitted effect of over 60% in size
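PC12 cells stably carrying ecdysone-inducible HTT exon 1 Q103–GFP were induced with tebufenozide (100 nM final) and treated with library compounds in titration. GFP aggregates in lysates were counted by laser scanning cytometry.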
LMNA splice mod: modulators of lamin A splicing. AID 1487. Potency, µM (titrated, usually from 46.1 µM), without a hit: at the top dose ratio change, negative = inhibition, hits mostly inhibitors. HeLa LMNA splicing GFP/RFP minigene ratio, 48 h. 200,000 tested, 0.01% active; active = well fitted inhibition curve with a large enough effect in the signal ratio, with a control signal flat, not every such curve was filed as active; inconclusive = small, poorly fitted or top-dose-only effect, or effect the other way, or a change in a side signal; the % refers to the signal ratio; also: potency is read from the fitted curve at half-maximal effect; % is scaled to controls: 0 for no effect and ±100 for the full control effect
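S3 HeLa cells stably expressing lamin A-EGFP splicing minigene plus DsRed2, 600 cells/well, 48 h compound exposure at 37C. Laser-scanning cytometry; analysed as GFP (500-530 nm)/RFP (575-640 nm) total intensity ratio; 0.5% DMSO vehicle.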
GAA glycogen: GAA glycogen-cleavage inhibition or activation; 300,000 tested, 0.38% active; recombinant GAA, glycogen substrate, Amplex Red glucose oxidase fluorescence; Potency, µM (highest dose often 76.4 µM), for the others: at the highest dose activity change, negative = inhibition, usual class: inhibitors;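 also: potency is read from the fitted curve at half-maximal effect; 0% = full enzyme reaction and -100% = no-enzyme basal signal; the screen sought inhibitors and activators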
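Natural-substrate format: glycogen cleavage by 4 nM human enzyme, glucose read by Amplex Red coupling (Ex 573, Em 610 nm). Normalized to enzyme and no-enzyme controls.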
* marks the source's active call; other numbers are inactive results; [ ] = dose if it differs, or a comment. Unless noted, calls follow the shape of the dose curve; as a rule, active = well fitted curve in the direction sought with a large enough effect; inconclusive = small, poorly fitted or top-dose-only effect, or another doubt; inactive = no such curve, though single readings can be large; an effect the other way counts as inactive or inconclusive.

For CN1CCN(c2nc3c(c(=O)n(C)c(=O)n3C)n2Cc2cccc3ccccc23)CC1 the results were aGlu spleen mod 1%, GAA inh -3%, CBFb RUNX1 block 4%, HTT cytoprotect -4%, HttQ103 aggreg 7%, LMNA splice mod -5% and GAA glycogen -2%.
COc1ccccc1NNC(=O)C(O)(c1ccccc1OC)c1ccccc1OC was read as aGlu spleen mod -7%, GAA inh 1%, CBFb RUNX1 block 6%, HTT cytoprotect 11%[10 µM], HttQ103 aggreg -5%, LMNA splice mod -8% and GAA glycogen inconclusive.
Screening COc1ccc(C(=O)COc2ccccc2C#N)cc1 returned aGlu spleen mod 0%, CBFb RUNX1 block 25%, HTT cytoprotect 12%[10 µM], HttQ103 aggreg 1%[9.22 µM] and GAA glycogen 2%.
COCCCn1cnc2c(c1=O)c1nc3ccccc3nc1n2-c1ccccc1 was read as aGlu spleen mod -3%, GAA inh 5%, CBFb RUNX1 block 3%, HTT cytoprotect -6%, HttQ103 aggreg -5%, LMNA splice mod -7% and GAA glycogen -10%.
`Cn1c(=O)cc(OCCCC(=O)NCc2ccc3c(c2)OCO3)c2ccccc21` gave aGlu spleen mod 3%, GAA inh -11%, CBFb RUNX1 block -1%, HTT cytoprotect -16%, HttQ103 aggreg 18%, LMNA splice mod -1% and GAA glycogen 2%.
`O=C(NC1CCNCC1)C1CC1` gave aGlu spleen mod -8%, GAA inh -6%, CBFb RUNX1 block 5%, HTT cytoprotect -8%[10 µM], HttQ103 aggreg 2%[9.22 µM] and GAA glycogen 15%.
For Cc1[nH]n(-c2cccc(Cl)c2)c(=O)c1-c1ccc(Cl)cc1 the results were aGlu spleen mod 5%, GAA inh 6%, CBFb RUNX1 block -7%, HTT cytoprotect -65%[inhibitor], HttQ103 aggreg inconclusive, LMNA splice mod inconclusive and GAA glycogen inconclusive.
COc1cc2cc(CN(C(=O)NC3CCCCC3)C3CCCC3)c(=O)[nH]c2cc1OC was read as aGlu spleen mod 4%, GAA inh inconclusive, CBFb RUNX1 block -1%, HTT cytoprotect -4%[10 µM], HttQ103 aggreg 23%, LMNA splice mod inconclusive and GAA glycogen 2%.
Screening O=C(O)CC(NC(=O)OCc1ccccc1)c1ccccc1 (stereo not drawn) returned aGlu spleen mod 5%, GAA inh 2%, CBFb RUNX1 block 7%, HTT cytoprotect 19%, HttQ103 aggreg 6%, LMNA splice mod inconclusive and GAA glycogen 3%.
NC(=S)COc1ccccc1 was read as aGlu spleen mod -2%, CBFb RUNX1 block 9%, HTT cytoprotect 13%[10 µM], HttQ103 aggreg 9%[9.22 µM] and GAA glycogen 2%.
For CN1C(=O)C(/C(N)=N/NC(=O)c2ccccc2)C2CC1(C)Oc1ccccc12 (stereo not drawn) the results were aGlu spleen mod -7%, GAA inh 6%, CBFb RUNX1 block -4%, HTT cytoprotect 13%[10 µM], HttQ103 aggreg -6%, LMNA splice mod -7% and GAA glycogen -5%.
Screening O=C(NC(=S)Nc1ccccc1O)c1ccccc1Cl returned aGlu spleen mod 5%, GAA inh -2%, CBFb RUNX1 block -9%, HTT cytoprotect -109%[inhibitor], HttQ103 aggreg -4%, LMNA splice mod -19%[46 µM] and GAA glycogen inconclusive.
Screening CCc1ccc(CN(C)C(=O)CCc2nc3ccccc3n(-c3ccc(OC)cc3)c2=O)cc1 returned GAA inh -15%, CBFb RUNX1 block -5%, HTT cytoprotect -37%, HttQ103 aggreg inconclusive and GAA glycogen -24%.
`CCn1c(C)c(C(C)=O)c(SC)nc1=S` gave aGlu spleen mod 1%, GAA inh -4%, CBFb RUNX1 block 5%, HTT cytoprotect -11%, HttQ103 aggreg 4%, LMNA splice mod 2% and GAA glycogen -4%.
`O=C(N[C@@H](c1ccccc1)[C@@H]1C[C@H]1C(=O)NCc1ccccc1)OCc1ccccc1` gave aGlu spleen mod 0%, CBFb RUNX1 block 14% and HTT cytoprotect -124%[inhibitor].
Cc1ccc(Cl)cc1N1CCN(C(=O)Cc2csc(Nc3nc(=S)[nH]c4ccccc34)n2)CC1 was read as aGlu spleen mod 4%, GAA inh 6%, CBFb RUNX1 block -6%, HTT cytoprotect -5%, HttQ103 aggreg -16%, LMNA splice mod 3%[46 µM] and GAA glycogen -5%.
CS(=O)(=O)N(CC(=O)NC1CC2CCC1C2)c1ccc(Oc2ccccc2)cc1 (stereo not drawn) was read as aGlu spleen mod -6%, GAA inh 11%, CBFb RUNX1 block -1%, HTT cytoprotect inconclusive, HttQ103 aggreg 26%[9.22 µM], LMNA splice mod 5%[46 µM] and GAA glycogen -4%.
For O=C(CN1CCN(Cc2ccc3c(c2)OCO3)CC1)Nc1ccc2c(c1)OCO2 the results were aGlu spleen mod -27%, GAA inh 0%, CBFb RUNX1 block -5%, HTT cytoprotect -53%[inhibitor], HttQ103 aggreg -6%, LMNA splice mod 6% and GAA glycogen 9%.
For CCSc1nc(-c2ccc(OC)cc2)n(-c2nc3ccccc3s2)n1 the results were aGlu spleen mod -4%, GAA inh -6%, CBFb RUNX1 block 9%, HTT cytoprotect -1%[0.074 µM], HttQ103 aggreg -15%, LMNA splice mod inconclusive and GAA glycogen -1%.
O=C(O)CCOc1ccc2c(c1)OCCO2 was read as aGlu spleen mod -6%, GAA inh 2%, CBFb RUNX1 block -3%, HTT cytoprotect 1%[10 µM], HttQ103 aggreg 3%, LMNA splice mod 17% and GAA glycogen 1%.
`Cc1cc2nc3n(c2cc1C)CC1CC(C(=O)NCCc2cccs2)N(C)C31` (stereo not drawn) gave aGlu spleen mod 1%, CBFb RUNX1 block 16%, HTT cytoprotect 12%[10 µM], HttQ103 aggreg 10%[9.22 µM] and GAA glycogen 2%.
`O=[N+]([O-])c1cccc(NC(=S)NCc2ccncc2)c1` gave aGlu spleen mod -10%, GAA inh 3%, CBFb RUNX1 block 5%, HttQ103 aggreg -10% and GAA glycogen 11%.
COc1ccc(CC(NC(C)=O)C(=O)NC2CCN(c3nc(C)cc(C)c3C#N)CC2)cc1 (stereo not drawn) was read as aGlu spleen mod -7%, GAA inh 3%, CBFb RUNX1 block 1%, HTT cytoprotect 12%[10 µM], HttQ103 aggreg -3%[9.22 µM] and GAA glycogen 14%.
`CCOC(=O)c1c(NC2OC(=O)c3c2ccc(OC)c3OC)sc(C(=O)OC(C)(C)C)c1C` (stereo not drawn) gave aGlu spleen mod 4%, GAA inh -7%, CBFb RUNX1 block 20%, HTT cytoprotect 4%[10 µM], HttQ103 aggreg 7%, LMNA splice mod -3% and GAA glycogen 3%.
For O=S(=O)(NCCSc1ccccc1)c1ccc2c(c1)OCCO2 the results were aGlu spleen mod -6%, GAA inh -13%, CBFb RUNX1 block 11%, HTT cytoprotect 14%, HttQ103 aggreg -30%, LMNA splice mod -3% and GAA glycogen -2%.
For CC(C)c1ccc(S(=O)(=O)Nc2ccc(SC(F)F)cc2)cc1 the results were aGlu spleen mod -15%, GAA inh -1%, CBFb RUNX1 block 9%, HTT cytoprotect 22%[10 µM], HttQ103 aggreg -30%, LMNA splice mod inconclusive and GAA glycogen -12%.
Cc1ccc2c(CC(=O)N3CCOCC3)coc2c1 was read as aGlu spleen mod 3%, GAA inh inconclusive, CBFb RUNX1 block 0%, HTT cytoprotect -32%[inhibitor], HttQ103 aggreg 2%[9.22 µM], LMNA splice mod 3%[46 µM] and GAA glycogen 18%.
Screening CC(C)OC(=O)c1c(-c2ccc(C(C)C)cc2)csc1NC(=O)C1CCCO1 (stereo not drawn) returned aGlu spleen mod 7%, GAA inh 3%, CBFb RUNX1 block 6%, HTT cytoprotect -5%, HttQ103 aggreg -12%, LMNA splice mod inconclusive and GAA glycogen -29%.
O=C(COc1ccccc1)Nc1ccc(S(=O)(=O)N2CCCCCC2)cc1 was read as aGlu spleen mod 1%, GAA inh 0%, CBFb RUNX1 block 4%, HTT cytoprotect -20%, HttQ103 aggreg -8%, LMNA splice mod -12% and GAA glycogen 0%.
CCOc1ccc(S(=O)(=O)N(CC(=O)O)c2ccc(C)cc2)cc1 was read as aGlu spleen mod -4%, GAA inh 0%, CBFb RUNX1 block 9%, HTT cytoprotect 13%, HttQ103 aggreg 4%, LMNA splice mod 7% and GAA glycogen 0%.
`CCCOc1ccccc1C1NC(=O)NC(C)=C1C(=O)OCCOCC` (stereo not drawn) gave aGlu spleen mod 2%, GAA inh -2%, CBFb RUNX1 block 6%, HTT cytoprotect 3%, HttQ103 aggreg -7%, LMNA splice mod inconclusive and GAA glycogen 5%.
COC(=O)c1cc(C(=O)NCc2ccccc2)c(=O)[nH]c1C was read as aGlu spleen mod 2%, GAA inh 5%, CBFb RUNX1 block 9%, HTT cytoprotect -17%, HttQ103 aggreg 12%, LMNA splice mod -10%[46 µM] and GAA glycogen -16%.
For CCOC(=O)C1CCN(C(=O)Nc2cc(Cl)cc(Cl)c2)CC1 the results were aGlu spleen mod 5%, CBFb RUNX1 block 18%, HTT cytoprotect -7%[10 µM], HttQ103 aggreg -15%[9.22 µM] and GAA glycogen -2%.
For COc1cc(S(=O)(=O)N2CCOCC2)cc(C(=O)c2nccn2C)c1OC the results were aGlu spleen mod -5%, GAA inh 0%, CBFb RUNX1 block 3%, HTT cytoprotect 1%[10 µM], HttQ103 aggreg 13%, LMNA splice mod 5% and GAA glycogen 4%.

Of the compounds above, these contain an NH in an aromatic ring:
For Cc1[nH]n(-c2cccc(Cl)c2)c(=O)c1-c1ccc(Cl)cc1 the results were aGlu spleen mod 5%, GAA inh 6%, CBFb RUNX1 block -7%, HTT cytoprotect -65%[inhibitor], HttQ103 aggreg inconclusive, LMNA splice mod inconclusive and GAA glycogen inconclusive.
COc1cc2cc(CN(C(=O)NC3CCCCC3)C3CCCC3)c(=O)[nH]c2cc1OC was read as aGlu spleen mod 4%, GAA inh inconclusive, CBFb RUNX1 block -1%, HTT cytoprotect -4%[10 µM], HttQ103 aggreg 23%, LMNA splice mod inconclusive and GAA glycogen 2%.
Cc1ccc(Cl)cc1N1CCN(C(=O)Cc2csc(Nc3nc(=S)[nH]c4ccccc34)n2)CC1 was read as aGlu spleen mod 4%, GAA inh 6%, CBFb RUNX1 block -6%, HTT cytoprotect -5%, HttQ103 aggreg -16%, LMNA splice mod 3%[46 µM] and GAA glycogen -5%.
COC(=O)c1cc(C(=O)NCc2ccccc2)c(=O)[nH]c1C was read as aGlu spleen mod 2%, GAA inh 5%, CBFb RUNX1 block 9%, HTT cytoprotect -17%, HttQ103 aggreg 12%, LMNA splice mod -10%[46 µM] and GAA glycogen -16%.
